Screens from PubChem.
F508del corr: F508del CFTR correction, initial screen, CFBE line, single point; CFBE cells, YFP halide quenching; stimulated with forskolin plus potentiator P3; % fluorescence drop versus neutral controls; activity (quench increase), % at 7.58 µM; 350,000 compounds, 0.36% hits; AID 720511, 2013;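 active = mean added fluorescence quench of at least 8% versus neutral control, with both replicates also reaching 8%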;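 also: cells transiently co-express mutant CFTR-F508del with the halide-sensitive YFP; corrector assay measuring rescue of mutant channel to the surface after 24 h compound exposure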
INS-1E GSIS act: GLuc luminescence reporter in INS-1E cells, primary screen for activators of glucose-dependent secretion of insulin; activation, % at 16.6 µM; INS-1E GLuc reporter insulin secretion, 2-3 h; 370,000 compounds, 0.61% hits;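 active = lowest replicate activation of at least 40%, so every replicate reaches that level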;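 also: 0% = median of neutral control wells and 100% = median of IBMX positive control wells; some compounds called inactive have numbers as strong as hits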
RAD52 anneal inh: RAD52 DNA annealing inhibitors, primary screen, biochemical, FRET, single point, set 2; recombinant RAD52 DNA annealing, FRET fluorescence; 360,000 compounds, 0.46% hits; inhibition, % at 18.7 µM; AID 651710, 2012;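 active = every replicate showing at least 50% inhibition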
XiGFP reactiv: activators of inactive X chromosome reactivation, primary screen, imaging, XiGFP fibroblasts, GFP high-content imaging, set 2. activation, % at 7.58 µM. XiGFP mouse fibroblasts, % GFP-positive cells imaging, 3 d; cells co-treated with 5-aza-dC sensitizer; scaled so ellipticine positive control = 100%. 360,000 compounds, 0.055% hits;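 active = mean normalized replicate activation at least 10% and every replicate at or above 10%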;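 also: 0% = median of on-plate neutral control wells and 100% = ellipticine 6 µM median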
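Assay system – SV40-immortalized XiGFP fibroblast cells, line 68-5-11 · Buffer or medium – DMEM supplemented with 5-aza-dC as sensitizing agent · Dosing – one concentration, pinned · Benchmarks – positive control ellipticine, 6 µM final · Times – 3 days compound exposure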
ERAP1 HTS inh: human ERAP1 aminopeptidase inhibitors, primary screen, biochemical, single point, plate reader; recombinant ERAP1, Leu-AMC fluorescence, 60 min; inhibition, % at 10.7 µM; 340,000 compounds, 0.15% hits; AID 652197, 2013;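 active = mean replicate inhibition of at least 30%, or all replicates individually reaching that 30% level; inactive = mean below 30% and not every replicate reaching it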;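 also: 0% = neutral control wells and 100% = L-leucinethiol positive control wells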
Target sequence (Q9NZ08 whole entry, looked up): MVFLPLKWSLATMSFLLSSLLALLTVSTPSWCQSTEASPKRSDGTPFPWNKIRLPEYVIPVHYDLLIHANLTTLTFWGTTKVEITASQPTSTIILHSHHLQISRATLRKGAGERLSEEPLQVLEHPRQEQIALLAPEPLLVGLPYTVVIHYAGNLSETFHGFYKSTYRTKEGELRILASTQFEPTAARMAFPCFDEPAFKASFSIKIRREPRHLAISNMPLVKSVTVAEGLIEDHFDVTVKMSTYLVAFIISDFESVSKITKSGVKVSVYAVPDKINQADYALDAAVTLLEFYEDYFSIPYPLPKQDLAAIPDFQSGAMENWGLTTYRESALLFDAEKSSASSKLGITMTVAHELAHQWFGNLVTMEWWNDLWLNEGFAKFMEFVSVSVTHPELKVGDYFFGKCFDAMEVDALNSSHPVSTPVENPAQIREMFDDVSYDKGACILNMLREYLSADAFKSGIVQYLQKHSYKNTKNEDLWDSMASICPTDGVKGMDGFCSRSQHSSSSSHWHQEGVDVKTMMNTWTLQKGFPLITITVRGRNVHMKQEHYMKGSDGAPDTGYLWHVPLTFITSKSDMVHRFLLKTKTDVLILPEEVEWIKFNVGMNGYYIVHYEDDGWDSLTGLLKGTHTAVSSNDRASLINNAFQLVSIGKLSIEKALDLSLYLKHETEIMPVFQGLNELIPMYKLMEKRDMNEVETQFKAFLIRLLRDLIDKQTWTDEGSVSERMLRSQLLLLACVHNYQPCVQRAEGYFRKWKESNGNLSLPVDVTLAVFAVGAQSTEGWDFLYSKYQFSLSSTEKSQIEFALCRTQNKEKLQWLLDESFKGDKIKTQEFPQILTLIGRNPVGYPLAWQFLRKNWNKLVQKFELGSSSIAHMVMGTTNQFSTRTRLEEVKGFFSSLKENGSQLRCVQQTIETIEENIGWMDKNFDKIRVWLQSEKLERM
esBAF inh: Bmi1 luciferase reporter increase in mESCs, primary screen, esBAF inhibitor project, mouse ES cells, Bmi1 luciferase knock-in, single point; 24 h; 100% = twice the neutral-well signal; reporter increase, % at 12.5 µM; 350,000 compounds, 2% hits; AID 602393, 2012; in the data active = activation above about 40%;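 also: 0% = median of the plate's neutral control wells and 100% = double that signal; a rise in the Bmi1 reporter signal indicates esBAF inhibition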
RAD54 inh: inhibitors of human RAD54 branch migration, primary screen, biochemical, fluorescence, single point; DNA repair and recombination protein RAD54-like (Homo sapiens), Q92698; RAD54 Holliday junction branch migration, FAM/BHQ fluorescence; inhibition, % at 10.4 µM; 360,000 compounds, 0.14% hits; AID 602329, 2012;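 active = mean normalized replicate activity at least 40 and at least half of replicates scoring 40 or more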;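 also: 0% = median of neutral control wells and 100% = median of positive control wells; inhibitors cause a drop in the FAM fluorescence signal; in these data hits start at about 50%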
ARNT TACC3 PPI: disruptors of ARNT/TACC3 protein interaction, primary screen, biochemical, AlphaScreen, single concentration; Transforming acidic coiled-coil-containing protein 3 (Homo sapiens), Q9Y6A5; inhibition, % at 9.99 µM; 390,000 compounds, 0.66% hits; AlphaScreen His-ARNT PAS-B/GST-TACC3 binding, luminescence; TACC3 fragment carries E629A point mutation;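 active = mean inhibition of replicates at least 50% and at least half of replicates each reaching 50%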;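 also: 0% = complete ARNT plus TACC3 wells and 100% = ARNT alone without TACC3; many hits fall short of the cut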
Numbers without * were called inactive; x = not tested or not shown. An unsorted share of the library, and some 3.3% of all compounds hit somewhere here.

SMILES	F508del corr	INS-1E GSIS act	RAD52 anneal inh	XiGFP reactiv	ERAP1 HTS inh	esBAF inh	RAD54 inh	ARNT TACC3 PPI
Cc1ccc(N2C(=O)N3[C@H](c4ccc(Br)cc4)[C@@H]4C(=O)N(C(C)(C)C)C(=O)[C@@H]4[C@]3(C)C2=O)cc1	3.4	-7.5	-32.2	0.4	1.3	-5.5	2.0	-1.8
COc1ccc(C(=O)NC2=NCCS2)cc1S(=O)(=O)N1CCCCC1C (stereo not given)	0.4	-2.2	-9.5	0.0	-1.5	x	x	6.5
CCC(C)(C)NC(=O)C(c1ccc(OC)cc1)N(C(=O)CCC(=O)Nc1cc(C)on1)C(C)(C)C (stereo not given)	-1.5	-6.2	-4.4	0.2	0.8	2.0	6.1	-3.8
COC(=O)c1ccc(-n2c(C)cc(C(=O)CCl)c2C)cc1	-0.8	-2.8	-53.1	0.3	0.8	6.0	-3.3	-6.3
COCC(=O)N1CCCCN2[C@H](CO)[C@@H](c3ccc(C#Cc4ccc(OC)cc4)cc3)[C@@H]2C1	-0.8	-15.4	3.7	0.0	-0.7	x	-6.1	6.7
CCNC(=O)[C@@H]1[C@@H](CO)[C@@H]2Cn3c(ccc(-c4ccccc4F)c3=O)[C@@H]2N1CC1CC1	1.3	-11.2	0.9	-0.1	0.9	-7.0	14.9	-1.2
C[C@@H]1CCCCO[C@@H](CN(C)S(=O)(=O)c2ccc(Cl)cc2)[C@H](C)CN([C@@H](C)CO)C(=O)c2cc(NS(=O)(=O)c3ccccc3)ccc2O1	4.2	-7.8	1.8	0.2	-0.2	x	x	x
Cc1ccc(OC(=O)N(C)C[C@H]2OCc3cn(nn3)CCCC(=O)N([C@H](C)CO)C[C@H]2C)cc1	2.6	21.3	x	0.0	x	2.0	x	x
Cc1cccc(CS(=O)(=O)c2ncc(Cl)c(C(=O)NCc3ccccc3)n2)c1	-1.4	12.9	-8.4	0.1	1.9	-8.4	3.9	-18.2
O=C(c1ccoc1)N1CCCC(Nc2ccc(F)c(F)c2)C1 (stereo not given)	-3.5	3.6	-12.5	0.3	-2.0	5.4	3.9	9.2

Quoted from the listing:
Entry of Cc1cccc(CS(=O)(=O)c2ncc(Cl)c(C(=O)NCc3ccccc3)n2)c1 under esBAF inh: -8.4
Entry of COC(=O)c1ccc(-n2c(C)cc(C(=O)CCl)c2C)cc1 under ARNT TACC3 PPI: -6.3
Entry of C[C@@H]1CCCCO[C@@H](CN(C)S(=O)(=O)c2ccc(Cl)cc2)[C@H](C)CN([C@@H](C)CO)C(=O)c2cc(NS(=O)(=O)c3ccccc3)ccc2O1 under INS-1E GSIS act: -7.8
Entry of Cc1ccc(OC(=O)N(C)C[C@H]2OCc3cn(nn3)CCCC(=O)N([C@H](C)CO)C[C@H]2C)cc1 under XiGFP reactiv: 0.0
Entry of COc1ccc(C(=O)NC2=NCCS2)cc1S(=O)(=O)N1CCCCC1C (stereo not given) under INS-1E GSIS act: -2.2
Entry of Cc1ccc(N2C(=O)N3[C@H](c4ccc(Br)cc4)[C@@H]4C(=O)N(C(C)(C)C)C(=O)[C@@H]4[C@]3(C)C2=O)cc1 under ARNT TACC3 PPI: -1.8

Other records follow.
SMILES	F508del corr	INS-1E GSIS act	RAD52 anneal inh	XiGFP reactiv	ERAP1 HTS inh	esBAF inh	RAD54 inh	ARNT TACC3 PPI
CO[C@H]1CN(C)C(=O)c2ccc(NC(=O)c3cccc(F)c3)cc2OC[C@@H](C)N(C(C)=O)C[C@@H]1C	2.4	10.2	3.5	-0.2	-1.7	0.3	1.4	-14.1
O=C(NCCCn1ccnc1)c1ccc(-c2cccc(Cl)c2Cl)o1	1.2	1.3	22.7	0.2	1.1	-4.5	-2.8	8.8
CC(C)=CCN1CCN(Cc2ccoc2)CC1CCO (stereo not given)	2.8	3.0	-15.7	0.0	2.4	-4.0	-0.2	2.7
O=S(=O)(Nc1nnc(C2CCCCC2)s1)c1ccc(F)cc1	4.4	-0.2	-7.6	0.2	-4.0	-8.6	3.5	11.8
COc1ccc(NC(=O)Cn2c(CCC(=O)O)ccc2-c2ccccc2)cc1	0.1	-3.0	-13.6	0.0	-2.1	0.7	-0.1	-0.6
O=c1c2ccccc2nnn1COc1ccc(Cl)cc1Br	-1.0	8.5	-18.1	0.0	-0.2	x	x	0.6
CC(C)C(=O)N1CCN(c2ccccc2NC(=S)NC(=O)Cc2ccccc2)CC1	3.4	-21.8	-9.0	-0.1	2.0	-3.6	5.4	7.6
CCC(=O)N(C)C[C@H]1Oc2ncc(-c3ccc(C#N)cc3)cc2C(=O)N([C@@H](C)CO)C[C@H]1C	1.1	-1.0	-2.0	0.1	0.4	2.0	-8.5	-4.4
O=C(C[C@H]1CC[C@H]2[C@@H](COC[C@@H](O)CN2Cc2cc(F)ccc2F)O1)N[C@@H]1CCN(Cc2ccccc2)C1	-2.2	-1.3	-10.9	0.0	-3.2	-4.1	-2.3	-2.0
CC(C(=O)N1CCc2ccccc21)N(C)CC(=O)Nc1cccc(F)c1 (stereo not given)	-2.9	4.2	-31.0	0.3	1.6	3.0	-2.7	x

Complete entries, looked up by structure. Order of values: F508del corr, INS-1E GSIS act, RAD52 anneal inh, XiGFP reactiv, ERAP1 HTS inh, esBAF inh, RAD54 inh, ARNT TACC3 PPI
Record of `O=C(NCCCn1ccnc1)c1ccc(-c2cccc(Cl)c2Cl)o1` = 1.2, 1.3, 22.7, 0.2, 1.1, -4.5, -2.8, 8.8
Record of `O=C(C[C@H]1CC[C@H]2[C@@H](COC[C@@H](O)CN2Cc2cc(F)ccc2F)O1)N[C@@H]1CCN(Cc2ccccc2)C1` = -2.2, -1.3, -10.9, 0.0, -3.2, -4.1, -2.3, -2.0

Arranged by value in F508del corr (smallest number first): 3 of the compounds above
molecule	F508del corr
O=c1c2ccccc2nnn1COc1ccc(Cl)cc1Br	-1.0
CCNC(=O)[C@@H]1[C@@H](CO)[C@@H]2Cn3c(ccc(-c4ccccc4F)c3=O)[C@@H]2N1CC1CC1	1.3
O=S(=O)(Nc1nnc(C2CCCCC2)s1)c1ccc(F)cc1	4.4

More results follow.
SMILES	F508del corr	INS-1E GSIS act	RAD52 anneal inh	XiGFP reactiv	ERAP1 HTS inh	esBAF inh	RAD54 inh	ARNT TACC3 PPI
CC(C(=O)N1CCCC1)N1CCN(c2ccccc2O)CC1 (stereo not given)	0.7	6.3	-2.6	0.0	-2.0	4.0	3.0	-5.9
CCOC(=O)C(=O)Cc1cccnn1	1.0	x	-11.2	0.0	2.3	-1.5	x	x
CCOc1ccc(NC(=O)CN(C)CC(=O)Nc2ccc(F)c(F)c2F)cc1OCC	-3.6	-11.4	3.9	0.1	2.1	4.3	-13.0	-1.8
CN1C[C@@H]2[C@@H]3C(=O)N(Cc4ccccc4)C(=O)[C@@H]3[C@](C)(C1=O)N2C(=O)c1ccccc1	-1.8	0.1	-2.5	0.0	-3.1	-7.4	3.4	-6.5
Cc1ccc2c(c1)-c1nc3ccccc3cc1C2=NC1CCCCC1	1.4	19.0	-7.1	0.0	0.8	x	x	4.0
COc1ccc(-n2nc(C(=O)NCC(=O)NCCCN3CCN(C)CC3)c3ccccc3c2=O)cc1OC	0.5	23.5	2.8	0.1	-1.6	0.7	-1.8	-2.9
O=C(C[C@H]1C=C[C@@H](NS(=O)(=O)c2ccc(F)cc2)[C@@H](CO)O1)NCc1ccccc1F	0.5	27.1	3.5	0.0	-2.8	x	x	x
COc1ccc(CCNC(=O)CCn2cccc2)cc1OC	x	53.8	-18.9	x	-0.7	0.7	-3.9	0.7
C[C@H](CO)N1C[C@H](C)[C@H](CN(C)S(=O)(=O)c2ccc(Cl)cc2)Oc2ccc(NC(=O)CCCCCC(=O)Nc3ccccc3N)cc2CC1=O	-1.8	-5.2	x	0.1	x	-8.8	x	x
CN1CCC(=O)N(CCSc2ccc(Br)cc2)CC1	-0.4	1.1	-4.9	0.1	-0.7	13.3	0.9	-2.7
Cc1cc(NC(=O)CSc2ccc3nnc(-c4cccc(F)c4)n3n2)no1	3.3	20.8	-4.2	x	7.0	-8.8	-2.6	-5.3
CCNC(=O)c1cc2c(c(-c3cccc(-c4ccncc4)c3)n1)[C@@H](CCO)N(S(=O)(=O)CC)C2	-0.9	10.6	3.1	-0.1	0.5	x	x	x
O=C(Cn1nnc(-c2ccccc2)n1)NC1CCS(=O)(=O)C1 (stereo not given)	0.8	22.4	0.2	0.3	-1.7	7.4	-8.8	-3.5
COc1ccc(NC(=O)Nc2ccc3c(c2)[C@@H]2C[C@H](CC(=O)NC4CCCC4)O[C@@H](CO)[C@@H]2O3)cc1	1.6	2.3	-10.8	0.0	-1.0	4.4	-13.5	-5.5
Cc1ccc(CNCc2cc(Cl)ccc2O)cc1	-0.3	-0.1	-3.9	0.4	-7.0	16.6	14.6	-1.1
CN(C)C(=O)C[C@H]1CC[C@@H]2[C@H](COC[C@H](O)CN2Cc2ccc(C(F)(F)F)cc2)O1	2.9	4.5	x	0.2	x	-4.6	-7.7	-5.4
COCCNCCCOc1ccc(Cl)cc1Br	1.7	10.8	-1.5	0.3	7.2	x	x	x
Cn1c(=O)c(/C(N)=N/OC(=O)c2ccccc2)cn(-c2ccccc2)c1=O	0.0	-2.6	-4.0	-0.1	-2.3	-9.1	x	-0.6
COc1ccc(C[C@@H]2CN3C(=NC[C@@H]3C)N2C[C@H](C)NC(=O)CCC2CCCCC2)cc1	0.7	-18.0	-5.9	0.2	3.4	1.6	2.3	3.0
COCC(=O)N1[C@H](C#N)[C@H](c2ccccc2-c2cccc(C)c2)[C@@H]1CO	-1.4	-0.1	-6.4	0.6	x	x	x	x
O=C(CC1CC1)N1CC(=O)N2[C@H](CO)[C@H](c3ccc(-c4cccnc4)cc3)[C@@H]2C1	0.0	4.3	0.4	0.0	2.2	x	x	x
CCOC(=O)C1=C(CNCc2ccccc2Cl)NC(=O)NC1c1cccc([N+](=O)[O-])c1 (stereo not given)	-1.2	7.9	-0.6	-0.1	-0.5	x	7.4	15.6
C[C@@H]1CN([C@@H](C)CO)C(=O)c2cccc(NC(=O)Nc3cccc4ccccc34)c2O[C@@H]1CN(C)Cc1ccc(C(F)(F)F)cc1	-1.3	-6.1	12.1	-0.7	-0.9	x	x	x
CN(C)c1ccc(N=Nc2ccc(S(N)(=O)=O)cc2)cc1	4.4	-2.4	7.7	0.1	-1.1	4.2	-2.8	x
O=C(Nc1ccc2c(c1)[C@@H]1C[C@@H](CC(=O)N3CCCCC3)O[C@@H](CO)[C@@H]1O2)NC1CCCC1	1.9	-0.6	3.7	0.1	-2.1	-1.1	1.0	8.8
C/C=C/c1ccc([C@H]2[C@@H](CO)N(C(=O)NCCC)[C@H]2CN(C)C(=O)CC)cc1	-0.9	-6.9	2.3	0.1	-0.4	x	x	x
O=C1CN(C(=O)CNC(=O)c2ccccc2Cl)c2ccccc2N1	1.1	2.5	3.2	0.2	0.1	-6.5	-8.0	-5.7
COc1ccc(NCC(=O)Nc2cc(S(=O)(=O)N3CCOCC3)ccc2N2CCOCC2)c(OC)c1	3.1	13.1	-3.8	0.0	-2.3	-6.1	x	14.5
